Assay outcomes (PubChem)
rCAG RNA binder: binds r(CAG) RNA repeats; 370,000 tested, 1.3% active; inhibition, % at 3 µM; r(CAG) RNA repeat, TO-PRO-1 dye displacement fluorescence;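 active means inhibition above the plate cutoff, the mean of all test compounds on that plate plus 3 SD, cut at about 35% in these data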;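 further: 0% = DMSO alone and 100% = 100 µM mitoxantrone as full dye displacement; higher means more dye released from RNA so lower well fluorescence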
proKLK7 act: activates the human kallikrein-7 zymogen. P49862. purified proKLK7, EDANS-DABCYL substrate fluorescence; 100% is mature enzyme control, 0% vehicle. activation, % at 7 µM. 370,000 tested, 0.9% active. AID 652039;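 active means activation above the mean of all tested compounds plus 3 SD, computed per campaign excluding outliers beyond control limits, cut at about 13% in these data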
GC-B act: GC-B (human) receptor activation; P20594; HEK293-GC-B cells, CNP EC30, cGMP TR-FRET; 0% at EC30 CNP, 100% saturating CNP; activation, % at 10 µM; 370,000 tested, 0.11% active; AID 1920062;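 active means activation at 10 µM reaching about 35% in either raw or pattern-adjusted values, limit read from the data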
DDE Tn6 FP inh: disrupts Tn6 cyclic peptide binding to fibrin D-Dimer-E complex | inhibition, % at 8.3 µM | P02675 | 370,000 tested, 0.21% active | AID 720509 | Fibrin DD(E) TRITC-Tn6 fluorescence polarization displacement;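 active means inhibition above a per-campaign cutoff: mean of compounds within control limits plus 3 SD, cut at about 15% in these data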;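 further: 0% = median of all compound wells on the plate and 100% = blocking peptide control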
GC-A act: GC-A (human) enzyme activation | activation, % at 10 µM | 370,000 tested, 0.14% active | P16066 | HEK293 GC-A cells, cGMP TR-FRET, EC30 ANP; 0% at EC30 ANP, 100% saturating ANP | AID 1671463; in the data active means activation above about 40%
Target sequence (P16066 whole entry, looked up): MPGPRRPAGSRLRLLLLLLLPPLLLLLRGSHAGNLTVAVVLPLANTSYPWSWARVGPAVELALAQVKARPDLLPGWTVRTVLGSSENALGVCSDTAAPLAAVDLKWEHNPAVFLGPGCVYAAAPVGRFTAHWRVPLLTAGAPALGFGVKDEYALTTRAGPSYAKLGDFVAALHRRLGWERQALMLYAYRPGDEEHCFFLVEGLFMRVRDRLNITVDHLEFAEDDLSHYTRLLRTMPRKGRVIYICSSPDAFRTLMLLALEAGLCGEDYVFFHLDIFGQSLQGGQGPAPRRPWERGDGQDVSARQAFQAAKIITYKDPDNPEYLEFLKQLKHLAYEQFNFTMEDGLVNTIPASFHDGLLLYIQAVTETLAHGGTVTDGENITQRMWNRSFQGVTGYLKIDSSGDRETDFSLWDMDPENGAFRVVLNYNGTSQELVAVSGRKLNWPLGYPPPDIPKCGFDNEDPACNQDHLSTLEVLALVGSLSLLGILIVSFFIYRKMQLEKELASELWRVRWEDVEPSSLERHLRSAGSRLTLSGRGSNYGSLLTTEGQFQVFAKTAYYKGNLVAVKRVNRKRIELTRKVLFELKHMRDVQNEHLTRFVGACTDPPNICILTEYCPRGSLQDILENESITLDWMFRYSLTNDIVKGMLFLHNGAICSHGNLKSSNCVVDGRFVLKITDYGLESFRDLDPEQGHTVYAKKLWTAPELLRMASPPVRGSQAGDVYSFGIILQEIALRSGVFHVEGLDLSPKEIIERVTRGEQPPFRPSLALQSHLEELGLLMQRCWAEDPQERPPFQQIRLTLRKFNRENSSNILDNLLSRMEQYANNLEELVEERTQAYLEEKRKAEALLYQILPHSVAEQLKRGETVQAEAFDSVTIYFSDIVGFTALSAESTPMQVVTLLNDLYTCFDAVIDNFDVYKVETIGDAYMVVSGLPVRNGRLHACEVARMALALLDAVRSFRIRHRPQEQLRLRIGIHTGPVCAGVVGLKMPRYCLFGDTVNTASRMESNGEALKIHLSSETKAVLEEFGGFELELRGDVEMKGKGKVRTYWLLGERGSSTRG
ADAM10 inh: inhibits human ADAM10 | inhibition, % at 7 µM | 370,000 tested, 0.62% active | recombinant ADAM10, EDANS/DABCYL FRET peptide cleavage, 3 h | AID 720582;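 active means inhibition above a per-campaign cutoff equal to the mean of compounds falling between control-based bounds plus 3 SD, cut at about 20% in these data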;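 further: 0% = DMSO wells while the 100% control is not disclosed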
ASAP1 inh: blocks human ASAP1-stimulated Arf1 GTP hydrolysis; GDP FP detection; 360,000 tested, 0.19% active; AID 624377; inhibition, % at 16.5 µM; in the data active means inhibition above about 25%;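 further: 0% = vehicle with enzyme and substrate and 100% = no enzyme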
ARFGAP1 inhibitor: rat ARFGAP1 inhibition. 360,000 tested, 0.26% active. Q62848. inhibition, % at 16.5 µM. AID 651572. Arfgap1-stimulated ARF1 GTP hydrolysis, GDP FP detection;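 active means inhibition above a per-plate limit, mean inhibition of low control wells plus 3 SD, cut at about 25% in these data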;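 further: 0% = DMSO wells with enzyme and 100% = wells lacking Arfgap1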
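System: truncated rat Arfgap1 GAP domain / Medium: HEPES-based buffer, pH 7.5 / Also added: N-terminally truncated human ARF1-GTP substrate / Incubation: enzyme reaction 120 min at 25 °C after 20 min preincubation / Measured by: FP of antibody-bound GDP Alexa 633 tracer, ex 620/em 688 nm / Replicates: singlicate, each compound tested once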
GAA850 FXN act: frataxin GAA850 promoter activation | HEK293 lucGAA850 FXN promoter luciferase reporter, 24 h; percent of 10 µM SAHA response | activation, % at 6 µM | 360,000 tested, 0.56% active;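 active means activation above the average of all compounds screened plus 3 SD, cutoff fixed separately per campaign, cut at about 7.5% in these data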;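 further: 0% = DMSO wells and 100% = 10 µM SAHA wells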
HGIII-sPLA2 inh: Blocks human group III sPLA2 activity | 370,000 tested, 0.56% active | inhibition, % at 12.2 µM | Q9NZ20 | QFRET BODIPY PC-A2 liposome hydrolysis, fluorescence;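 active means inhibition above mean plus 3 SD of compounds lying within the high and low control bounds, cut at about 19% in these data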;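 further: 0% = median of test compound wells and 100% = no enzyme DMSO wells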
An asterisk follows results filed as active.

Preview:
`COC(=O)c1sc(N2C(=O)C(=O)/C(=C(/O)c3ccccc3)C2c2ccco2)nc1C` (stereo not given) gave rCAG RNA binder 37*, proKLK7 act 0.1, GC-B act -3, DDE Tn6 FP inh 1, GC-A act -3, ADAM10 inh -4, ASAP1 inh 5, ARFGAP1 inhibitor 6, GAA850 FXN act 3.3 and HGIII-sPLA2 inh -3.
Screening CCOC(=O)N1CCN(C(=O)C(=O)Nc2sc3c(c2C(N)=O)CC(C)(C)OC3)CC1 returned rCAG RNA binder -2, proKLK7 act -0.3, GC-B act -4, DDE Tn6 FP inh 1, GC-A act 6, ADAM10 inh -2, ASAP1 inh 2, ARFGAP1 inhibitor -1, GAA850 FXN act 0.8 and HGIII-sPLA2 inh 1.

All compounds of this part, previewed entries included:
`COC(=O)c1sc(N2C(=O)C(=O)/C(=C(/O)c3ccccc3)C2c2ccco2)nc1C` (stereo not given) gave rCAG RNA binder 37*, proKLK7 act 0.1, GC-B act -3, DDE Tn6 FP inh 1, GC-A act -3, ADAM10 inh -4, ASAP1 inh 5, ARFGAP1 inhibitor 6, GAA850 FXN act 3.3 and HGIII-sPLA2 inh -3.
Screening CCOC(=O)N1CCN(C(=O)C(=O)Nc2sc3c(c2C(N)=O)CC(C)(C)OC3)CC1 returned rCAG RNA binder -2, proKLK7 act -0.3, GC-B act -4, DDE Tn6 FP inh 1, GC-A act 6, ADAM10 inh -2, ASAP1 inh 2, ARFGAP1 inhibitor -1, GAA850 FXN act 0.8 and HGIII-sPLA2 inh 1.
For Cc1ccc(S(=O)(=O)N2CCC(C(=O)OC(C)C(=O)N3CCOCC3)CC2)cc1 (stereo not given) the results were rCAG RNA binder -1, proKLK7 act 0.2, GC-B act 4, DDE Tn6 FP inh -2, GC-A act 3, ADAM10 inh -6, ASAP1 inh -6, ARFGAP1 inhibitor -3, GAA850 FXN act 1.6 and HGIII-sPLA2 inh 4.
For Cc1ccc2nc(SCC(=O)Nc3ccc(F)cc3F)[nH]c2c1 the results were rCAG RNA binder 3, proKLK7 act -0.1, GC-B act -4, DDE Tn6 FP inh -8, GC-A act 1, ADAM10 inh 0, ASAP1 inh 27*, ARFGAP1 inhibitor 6, GAA850 FXN act 2.9 and HGIII-sPLA2 inh -15.
`CC1CCc2sc(C(=O)N3CCC(C(N)=O)CC3)cc2C1` (stereo not given) gave rCAG RNA binder 4, proKLK7 act 0.6, GC-B act 1, DDE Tn6 FP inh 2, GC-A act -5, ADAM10 inh -1, ASAP1 inh -9, ARFGAP1 inhibitor 3, GAA850 FXN act 0.5 and HGIII-sPLA2 inh 11.
CCOC(=O)N1CCN(C(=O)C(NC(=O)c2ccc(CC)cc2)C(C)C)CC1 (stereo not given) was read as rCAG RNA binder -11, proKLK7 act 0.2, GC-B act -2, DDE Tn6 FP inh -4, GC-A act -3, ADAM10 inh 3, ASAP1 inh -4, ARFGAP1 inhibitor 0, GAA850 FXN act 2.6 and HGIII-sPLA2 inh 5.
For COc1ccc(C(=O)NCc2ccc(N3CCN(C(=O)OC(C)(C)C)CC3)cc2)cc1 the results were rCAG RNA binder -6, proKLK7 act 0.4, GC-B act 2, DDE Tn6 FP inh -3, GC-A act 5, ADAM10 inh 7, ASAP1 inh -4, ARFGAP1 inhibitor 8, GAA850 FXN act -0.6 and HGIII-sPLA2 inh 0.
Screening COc1cc(C2CC(=O)Oc3cc(O)ccc32)cc(OC)c1OC (stereo not given) returned rCAG RNA binder 2, proKLK7 act 0.4, GC-B act 0, DDE Tn6 FP inh 2, GC-A act 6, ADAM10 inh 1, ASAP1 inh 17, ARFGAP1 inhibitor -10, GAA850 FXN act -0.6 and HGIII-sPLA2 inh 2.
Cc1ccc(CNC(=O)C2CCN(S(=O)(=O)N3CCCCC3)CC2)cc1 was read as rCAG RNA binder -4, proKLK7 act 0.5, GC-B act 2, DDE Tn6 FP inh -5, GC-A act 5, ADAM10 inh -10, ASAP1 inh 3, ARFGAP1 inhibitor -2, GAA850 FXN act 0.5 and HGIII-sPLA2 inh 1.
`O=c1ncn(-c2cccc(F)c2)c2ncccc12` gave rCAG RNA binder 2, proKLK7 act -0.2, GC-B act 1, DDE Tn6 FP inh -4, GC-A act -1, ADAM10 inh 8, ASAP1 inh -3, ARFGAP1 inhibitor 7, GAA850 FXN act -2.1 and HGIII-sPLA2 inh 0.
`COc1ccc(CCN2CCC(Nc3nc4ccccc4n3Cc3ccc(F)cc3)CC2)cc1` gave rCAG RNA binder 2, proKLK7 act 0.0, GC-B act -3, DDE Tn6 FP inh -5, GC-A act -10, ADAM10 inh 4, ASAP1 inh 10, ARFGAP1 inhibitor -1, GAA850 FXN act -0.5 and HGIII-sPLA2 inh -29.
`C#CCOCCOCCOCCNc1nc(N2CCN(C(=O)Cn3cc(CCO)nn3)CC2)nc(N2CCN(C(=O)[C@H](Cc3ccc(O)cc3)n3cc(CCO)nn3)CC2)n1` gave rCAG RNA binder 1, proKLK7 act -0.4, GC-B act 2, DDE Tn6 FP inh 9, GC-A act -1, ADAM10 inh -11, ASAP1 inh 9, ARFGAP1 inhibitor 8, GAA850 FXN act 0.0 and HGIII-sPLA2 inh 10.
Screening COc1ccc(C(=O)Nc2cccc(C(=O)Nc3cc(C)ccn3)c2)cc1 returned rCAG RNA binder -1, proKLK7 act -0.1, GC-B act 11, DDE Tn6 FP inh 1, GC-A act 8, ADAM10 inh -8, ASAP1 inh 8, ARFGAP1 inhibitor 14, GAA850 FXN act 0.1 and HGIII-sPLA2 inh 6.
For Cc1cc(S(=O)(=O)N2CCCCC2CCNC(=O)C(=O)NCCN2CCOCC2)ccc1F (stereo not given) the results were rCAG RNA binder 0, proKLK7 act -0.1, GC-B act 4, DDE Tn6 FP inh 11, GC-A act 2, ADAM10 inh -4, ASAP1 inh 6, ARFGAP1 inhibitor -5, GAA850 FXN act 2.5 and HGIII-sPLA2 inh -2.
`Nc1ccc(S(=O)(=O)c2cc(O)c3ccccc3c2O)cc1` gave rCAG RNA binder 57*, proKLK7 act -0.7, GC-B act 2, DDE Tn6 FP inh -9, GC-A act 11, ADAM10 inh 0, ASAP1 inh 9, ARFGAP1 inhibitor -5, GAA850 FXN act 2.8 and HGIII-sPLA2 inh -18.
`CCC(=O)N1CCCc2cc(S(=O)(=O)N3CCCc4ccccc43)ccc21` gave rCAG RNA binder -5, proKLK7 act 0.6, GC-B act -1, DDE Tn6 FP inh 6, GC-A act -1, ADAM10 inh 2, ASAP1 inh -5, ARFGAP1 inhibitor -8, GAA850 FXN act 2.2 and HGIII-sPLA2 inh 1.
`COc1ccc(S(=O)(=O)N(C)C[C@@H]2Oc3c(NS(=O)(=O)c4cn(C)cn4)cccc3C(=O)N([C@@H](C)CO)C[C@@H]2C)cc1` gave rCAG RNA binder 2, proKLK7 act 0.7, GC-B act 0, DDE Tn6 FP inh -6, GC-A act 2, ADAM10 inh -1, ASAP1 inh 21, ARFGAP1 inhibitor -2, GAA850 FXN act 1.8 and HGIII-sPLA2 inh -6.
`COC(=O)CNC(=O)COC(=O)c1cc(F)c(F)cc1Cl` gave rCAG RNA binder 1, proKLK7 act 0.4, GC-B act 6, DDE Tn6 FP inh 0, GC-A act 6, ADAM10 inh 4, ASAP1 inh -6, ARFGAP1 inhibitor -1, GAA850 FXN act -1.6 and HGIII-sPLA2 inh -2.
For CC(NC(=O)C=Cc1ccco1)C(=O)NC(Cc1ccccc1)C(N)=O (stereo not given) the results were rCAG RNA binder 6, proKLK7 act 0.3, GC-B act 2, DDE Tn6 FP inh 0, GC-A act 0, ADAM10 inh -1, ASAP1 inh 1, ARFGAP1 inhibitor 9 and HGIII-sPLA2 inh -5.
Screening CCN(CCNC(=O)C1CCCN(S(=O)(=O)c2cnc[nH]2)C1)c1ccccc1 (stereo not given) returned rCAG RNA binder 2, proKLK7 act -0.3, GC-B act -3, DDE Tn6 FP inh -7, GC-A act -2, ADAM10 inh -11, ASAP1 inh -4, ARFGAP1 inhibitor 4, GAA850 FXN act -2.2 and HGIII-sPLA2 inh -11.
CCOc1ccc(C2/C(=C(\O)c3ccc4c(c3)OCCO4)C(=O)C(=O)N2CCN2CCOCC2)cc1OC (stereo not given) was read as rCAG RNA binder 3, proKLK7 act -0.4, GC-B act -1, DDE Tn6 FP inh -6, GC-A act -1, ADAM10 inh -2, ASAP1 inh 8, ARFGAP1 inhibitor 8, GAA850 FXN act -2.3 and HGIII-sPLA2 inh -7.
`CCOC(=O)N1CCN(C(=O)c2ccc3c(c2)NC(=O)/C(=C/c2ccccc2)S3)CC1` gave rCAG RNA binder 1, proKLK7 act 0.4, GC-B act 1, DDE Tn6 FP inh 5, GC-A act 9, ADAM10 inh -1, ASAP1 inh 2, ARFGAP1 inhibitor -13, GAA850 FXN act -3.3 and HGIII-sPLA2 inh -8.
COc1ccc(NS(=O)(=O)c2cc3c(cc2C)N(C(C)=O)CCO3)cc1OC was read as rCAG RNA binder 2, proKLK7 act -0.5, GC-B act 0, DDE Tn6 FP inh -2, GC-A act 1, ADAM10 inh -18, ASAP1 inh -10, ARFGAP1 inhibitor 17, GAA850 FXN act 0.2 and HGIII-sPLA2 inh 15.
`CCn1c(-c2csc3c2CCC(C)C3)n[nH]c1=S` (stereo not given) gave rCAG RNA binder -2, proKLK7 act -0.2, GC-B act 5, DDE Tn6 FP inh -3, GC-A act 0, ADAM10 inh -6, ASAP1 inh 7, ARFGAP1 inhibitor -1, GAA850 FXN act 1.7 and HGIII-sPLA2 inh 16.
CC1Cc2ccccc2N1C(=O)Cn1cnc2ccccc21 (stereo not given) was read as rCAG RNA binder -1, proKLK7 act -0.2, GC-B act 0, DDE Tn6 FP inh 3, GC-A act 1, ADAM10 inh -8, ASAP1 inh -3, ARFGAP1 inhibitor -4, GAA850 FXN act 0.8 and HGIII-sPLA2 inh 0.
COc1ccc2nc(SCC(=O)Nc3c(C)cc(C)cc3C)[nH]c2c1 was read as rCAG RNA binder -3, proKLK7 act 0.7, DDE Tn6 FP inh 11, ADAM10 inh -1, ASAP1 inh -4, ARFGAP1 inhibitor 0, GAA850 FXN act -1.4 and HGIII-sPLA2 inh -12.
O=C(NCCC1=CCCCC1)C1CCC(CNc2c(N3CCCC3)c(=O)c2=O)CC1 (stereo not given) was read as rCAG RNA binder -4, proKLK7 act 0.6, GC-B act -4, DDE Tn6 FP inh -1, GC-A act -4, ADAM10 inh 1, ASAP1 inh 6, ARFGAP1 inhibitor 17, GAA850 FXN act -0.5 and HGIII-sPLA2 inh 1.
C=CCn1c(SCC(=O)c2c(C)[nH]c3ccccc23)nnc1-c1ccncc1 was read as rCAG RNA binder 4, proKLK7 act -1.0, GC-B act 0, DDE Tn6 FP inh -3, GC-A act -3, ADAM10 inh 7, ASAP1 inh -2, ARFGAP1 inhibitor -5, GAA850 FXN act 3.1 and HGIII-sPLA2 inh 2.
CSc1nc(-c2ccccc2)nc(NC(C)=O)c1C(C)=O was read as rCAG RNA binder 0, proKLK7 act 0.1, GC-B act -4, DDE Tn6 FP inh 1, GC-A act 3, ADAM10 inh -6, ASAP1 inh -4, ARFGAP1 inhibitor 6, GAA850 FXN act 0.7 and HGIII-sPLA2 inh -3.
